TAG inh – inhibitors of triacylglycerol accumulation, primary screen, cell-based, uHTS, fluorescence, H9c2; 0.66% of 230,000 active; inhibition, % at 12.5 µM; H9c2 cells, Nile Red lipid (TAG) fluorescence; cells loaded with 200 µM oleic acid;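 active = pattern-corrected inhibition of lipid staining of at least 50% with the nuclear-stain viability signal not falling by more than 50%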;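 also: 0% = DMSO wells and 100% = triacsin C control wells; some results filed as inactive read as strong as hits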
TAG inh DAPI viability – further read-out of TAG inh, marked with its call; DAPI nuclei signal change (viability), lower = more cytotoxic, %;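 whole-well DAPI fluorescence read on a plate reader as a viability signal; minus 50 percent equals half of cells still viable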
* hit, by the source's call. These rows are one share of the data. The share of hits here may be higher or lower than overall.

Every second line gives: TAG inh, TAG inh DAPI viability
- COc1ccc(NC(=O)C2CC(=O)N(c3cc(C)ccc3C)C2)cc1 (stereo not given)
    6.2, 2.8
- O=c1c2ccccc2ncn1-c1ccc(Br)cc1[N+](=O)[O-]
    3.7, -6.2
- CCCCN(C)CCNC(=O)C(NC(=O)C1CCC(C)CC1)C(C)C (stereo not given)
    -5.7, 10.4
- O=C(CCNC(=O)OCC1c2ccccc2-c2ccccc21)NOCc1ccccc1
    3.6, -5.9
- O=c1c2nccnc2[nH]c(=S)n1Cc1ccccc1Cl
    -4.0, -1.2
- CCN(CC(=O)Nc1c(F)cccc1F)C(=O)c1cc([N+](=O)[O-])ccc1N1CCOCC1
    10.9, 2.5
- CC(=O)NC(N(C#N)c1nc(Cl)nc(N(C)C)n1)C(Cl)(Cl)Cl (stereo not given)
    8.9, -4.7
- CN(Cc1ccc(OC(F)F)cc1)C(=O)c1ccc(S(=O)(=O)N(C)c2ccccc2)cc1
    -56.8, -4.9
- O=C(Cn1ccnc1[N+](=O)[O-])NCc1ccccc1
    -2.1, 3.8
- N#CC1=C(N)NC(=S)C(C(N)=O)C1c1ccc(Cl)cc1Cl (stereo not given)
    30.3, -9.9
- COc1ccc(Cl)cc1NC(=O)COC(=O)C1=NNC(=O)CC1
    12.0, 3.6
- CCC(=O)N1CCN(c2cc(C)ccc2C)CC1
    -5.5, 10.6
- O=C1NC(=S)S/C1=C\c1cc(Cl)cc(Cl)c1O
    -18.8, -3.7
- COc1ccc2[nH]c3c(c2c1)CCN1C(=O)C(CC(=O)NCCc2ccccn2)C[C@H](C(=O)N(C(C)C)C(C)C)[C@@]31C (stereo not given in full)
    1.9, -0.9
- C=CCc1cc(/C=N\NC(=O)CSc2nnc(CCCc3ccc(OC)c(C)c3)o2)cc(OC)c1O
    -23.0, 12.5
- Cn1cc(Cl)c(-c2n[nH]c(=S)n2-c2ccc(F)cc2)n1
    -1.1, 6.0
- Cc1ccc(C(=O)NN=C2CCCCCC2)s1
    1.3, -9.4
- CCOC(=O)C1=NN(C(C)=O)C2C(=O)N(CC)C(=O)C12 (stereo not given)
    6.6, 1.3
- COc1ccc(N2CCN(c3nc(NCCO)nc(N4CCOCC4)n3)CC2)cc1
    40.9, 7.8
- Cc1nc2ccccc2c(=O)n1CC(=O)N1CCOCC1
    11.2, -2.2
- CCOc1ccc(Nc2nc(Cc3nnc(SCC(=O)N(CC)CC)n3C)cs2)cc1
    -3.7, -7.3
- C/C(=N\NC(=O)c1ccc(O)cc1)c1cccc(NC(=O)c2ccc(Cl)cc2)c1
    12.4, 5.4
- Cc1ccc(S(=O)(=O)/C(C#N)=C/c2c(N3CCN(C)CC3)nc3ccccn3c2=O)cc1
    -12.1, -1.7
- O/N=C1/CCCCc2sccc21
    19.4, -13.6
- O=C(COc1ccccc1F)Nc1ccc(S(=O)(=O)NCc2ccco2)cc1
    -37.8, -2.6
- CC(C)c1nnc(NC(=O)c2ccc3ccccc3c2)s1
    7.3, -1.5
- Nc1c(Cl)c(Cl)nc(C(=O)N/N=C/c2ccco2)c1Cl
    5.2, -0.3
- C#CCOCCOCCOCCNc1nc(N2CCN(C(=O)[C@H]([C@@H](C)CC)n3cc(CCC(=O)O)nn3)CC2)nc(N2CCN(C(=O)[C@H](CCCCN)n3cc(CCC(=O)O)nn3)CC2)n1
    -5.4, 10.4
- COc1ccc(NC(NC(=O)c2ccc(OC)cc2)C(Cl)(Cl)Cl)cc1 (stereo not given)
    -15.6, -4.4
- CCC1(CC)C(=O)C2=C3C1[C@H](C(=O)OC)C=C(C(=O)OC)C[C@H]3[C@H]1C(=O)N(Cc3ccccc3)C(=O)[C@H]1[C@H]2C (stereo not given in full)
    4.1, -6.7

A draw from above in order of molar mass, highest first.
Every second line gives: TAG inh, TAG inh DAPI viability
- COc1ccc(Cl)cc1NC(=O)COC(=O)C1=NNC(=O)CC1
    12.0, 3.6
- O=c1c2nccnc2[nH]c(=S)n1Cc1ccccc1Cl
    -4.0, -1.2
- CC(C)c1nnc(NC(=O)c2ccc3ccccc3c2)s1
    7.3, -1.5

Gathered by group: those above with a thiophene ring, fused or not (2)
Every second line gives: TAG inh, TAG inh DAPI viability
- Cc1ccc(C(=O)NN=C2CCCCCC2)s1
    1.3, -9.4
- O/N=C1/CCCCc2sccc21
    19.4, -13.6

The list continues:
Every second line gives: TAG inh, TAG inh DAPI viability
- Oc1ccccc1/C=N/n1cnnc1
    4.0, -5.5
- C[C@H]1CN([C@@H](C)CO)C(=O)CCCn2cc(nn2)CO[C@@H]1CN(C)C(=O)Nc1ccc(C(F)(F)F)cc1
    20.8, 0.1
- CCOC(=O)Cc1csc(NC(=O)NC2(C(F)(F)F)Oc3ccc(Cl)cc3O2)n1 (stereo not given)
    13.2, 0.3
- O=C(COc1ccc(-c2ccccc2)cc1)NNC(=O)Nc1ccc(F)cc1F
    -7.9, 6.4
- Clc1ccc(-c2cn(-c3ccc(Cl)cc3)c3[n+]2CCCCC3)cc1
    -4.7, -7.0
- Cc1ccc([C@H]2C[C@@H](n3cc(COC(=O)c4ccccc4)nn3)[C@H](O)CN2CC2CCCCC2)cc1
    -13.6, 0.8
- Cc1ccc(C)c(OCC(=O)N2CCN(c3ncccn3)CC2)c1
    -5.9, -0.5
- NC(=O)c1ccc(NC(=O)CNc2cc(S(=O)(=O)N3CCOCC3)ccc2N2CCCC2)cc1
    -21.8, 5.1
- Cc1ccc(C(C(=O)NCCc2ccccc2)N(C(=O)c2csnn2)C2CC2)o1 (stereo not given)
    -0.5, 5.3
- Cc1cc(C)n2nc(C(=O)OCC(=O)NNC(=O)c3ccc(Cl)cc3)nc2n1
    2.4, -2.0
- CCO[C@H]1OC(C(=O)O)=C[C@@H](c2ccc3c(c2)OCO3)[C@@H]1CCCO
    2.1, 5.6
- COc1ccccc1NC(=O)c1ccccc1C(=O)Nc1ccccc1OC
    0.7, -5.0
- Nc1nc(CSCc2ccccc2)nc(N2CCOCC2)n1
    -11.0, -8.3
- Cc1nnc(-c2ccco2)c2cn(-c3cccc(Br)c3)nc12
    30.3, -11.7
- CC1(C)Cc2c(c(N3CCOCC3)nc3sc4c(NCC5CCCO5)nnnc4c23)CS1 (stereo not given)
    10.5, -3.0
- Cc1ccc(S(=O)(=O)CCC(=O)NCc2ccccc2Cl)cc1
    -0.6, -0.1
- O=C(NNC(=O)c1ccccc1Br)c1ccncc1
    -6.3, -8.3
- COc1ccccc1N(CC(=O)NCC1CCCO1)C(=O)Cn1nnc(-c2cccs2)n1 (stereo not given)
    -15.5, 8.2
- COc1ccc(OC)c2c1sc(=NC(=O)c1cccc(N3C(=O)CCC3=O)c1)n2C
    12.4, -6.8
- COc1ccc(CN(C(=O)c2cccc(OC)c2)C2CCS(=O)(=O)C2)cc1 (stereo not given)
    -8.8, 3.7
- O=C1COc2ccc(S(=O)(=O)N3CCc4ccccc43)cc2N1
    -16.2, 2.1
- Cc1cccc(C(=O)O/N=C(\N)CS(=O)(=O)c2ccccc2)c1
    17.6, -4.6
- Cc1ccc(C)c(CSc2nnc(C)c(=O)[nH]2)c1
    10.5, -6.9
- CCCCCC(=O)N1C[C@@H](n2cc(-c3ccc(F)cc3)nn2)[C@H](O)C[C@@H]1c1ccc(OC)cc1
    -5.5, 3.3
- CSc1nc2ccccc2n1Cc1c(Cl)cccc1Cl
    -24.3, -1.6
- COc1ccc(CN2C(=O)C(CC(=O)NC3CCCC3)CC(C(=O)N(C(C)C)C(C)C)=C2C)cc1 (stereo not given)
    12.0, -4.8
- COc1ccc(CN2C(=O)c3cccnc3C2O)cc1 (stereo not given)
    24.9, -14.2
- CCOc1ccc(N(CC(=O)NCc2cccc(OC)c2)S(=O)(=O)c2c(C)noc2C)cc1
    12.6, -4.9
- CCC(C)N(C(=O)CSc1nc(C)nc2ccccc12)C1CCS(=O)(=O)C1 (stereo not given)
    11.8, -1.8
- COc1cccc(CNC(=O)C2CCC(=O)N(CCc3cccc(F)c3)C2)c1 (stereo not given)
    13.6, -3.1

Two neighbouring compounds from above, for reference:
Every second line gives: TAG inh, TAG inh DAPI viability
- Cc1ccc(S(=O)(=O)CCC(=O)NCc2ccccc2Cl)cc1
    -0.6, -0.1
- O=C(NNC(=O)c1ccccc1Br)c1ccncc1
    -6.3, -8.3

Continuation.
Every second line gives: TAG inh, TAG inh DAPI viability
- COc1ccccc1CC(=O)NCC(c1ccco1)N1CCCCC1 (stereo not given)
    2.0, 9.2
- CCOc1cc(N2CCOCC2)c(OCC)cc1NC(=O)c1cnccn1
    10.1, 1.1
- CC(C)CC1C(=O)N(Cc2cn(Cc3ccco3)nn2)CCS(=O)(=O)N1Cc1ccc(-c2ccc(Cl)cc2)cc1 (stereo not given)
    36.9, 5.9
- Cc1c(NC(=O)Nc2ccccc2Cl)sc(=S)n1C
    -6.0, 14.3
- O=C(c1ccco1)N1CCN(C(c2ccccc2Cl)c2nnnn2CC2CCCO2)CC1 (stereo not given)
    5.6, -10.6
- COc1cc(/C=N/NC(=O)COc2ccc(Cl)cc2)ccc1OS(=O)(=O)c1ccc(C)cc1
    4.4, 10.1
- COCCNC(=O)C1(C)CCCN(Cc2cc3ccccc3o2)C1 (stereo not given)
    -0.7, -5.8
- O=C1c2ccccc2C(=O)N1CCc1nc2ccccc2c(=O)n1-c1ccccn1
    -11.4, -0.3
- CC(Sc1nnnn1C1CCCCC1)C(=O)O (stereo not given)
    3.3, -8.7
- CC(C)c1ccc(NC2CCCN(C(=O)c3ccc(N4CCOCC4)cc3)C2)cc1 (stereo not given)
    -15.0, 0.0
- CC(=O)Nc1ccc(C(=O)OCC(=O)/C(C#N)=C(\C)N)cc1
    -19.4, 17.8
- Cc1cc(NC(=O)CSc2nc3ccccc3n2CC(=O)N2CCC(C)CC2)no1
    -6.0, -4.6
- Cc1ccc(C2(c3ccccc3)NC(=O)N(CC(=O)NC3CCS(=O)(=O)C3)C2=O)cc1C (stereo not given)
    -4.3, -10.0
- Cc1ccccc1C(=O)Nc1ccnc(-c2ccncc2)n1
    15.6, -7.4
- Cc1cc(C(=O)N(C)CC(=O)Nc2ccc(F)c(F)c2F)no1
    3.5, 1.5
- C=CCNC(=S)N/N=C/c1ccc(-c2ccc(Cl)cc2Cl)o1
    0.0, 14.0
- O=C(O)c1cscc1-c1cccc2ccccc12
    8.4, -2.5
- CCCCn1nnnc1SCC(=O)NCc1ccco1
    -2.2, -0.6
- COc1ccc(S(=O)(=O)N2CCCCC2c2cc(C(=O)Nc3ccc(F)c(Cl)c3)no2)cc1 (stereo not given)
    24.7, -16.6
- NC(=O)NC1CCCc2c1[nH]c1ccc(Cl)cc21 (stereo not given)
    1.9, -0.7
- COc1cccc(CNC(=O)COC(=O)c2ccc(C(=O)c3ccccc3)cc2)c1
    -5.8, -1.7
- OCC(CO)(CO)n1cnnn1
    -13.4, 1.2
- O=C(CC1SC(N2CCOCC2)=NC1=O)Nc1ccc(Cl)cc1 (stereo not given)
    5.2, -5.3
- Cc1cccn2c(CN3CCNC(=O)CC3)c(C(=O)N(C)CCc3ccccc3)nc12
    -0.9, 0.5
- CNS(=O)(=O)c1cc(-c2nnc(N3CCOCC3)c3ccccc23)ccc1C
    16.4, -4.0
- Cc1nc(N2CCCCC2)c(C#N)c(C)c1[N+](=O)[O-]
    12.2, -4.1
- NS(=O)(=O)c1ccc(CCNC(=O)c2cc(-c3ccco3)nc3ccccc23)cc1
    27.9, 11.8
- COc1ccccc1CN(C)CC(=O)Nc1cccc(S(=O)(=O)N2CCCCC2)c1
    -66.2, -1.1
- COc1ccc(S(=O)(=O)N2CCN(C(=O)CC3CC4CCC3C4)CC2)cc1 (stereo not given)
    -10.5, 4.9
- O=C(c1cc2ccccc2oc1=O)N1CCN(S(=O)(=O)c2ccccc2)CC1
    3.9, 1.6
- COc1cccc(N2CCN(S(=O)(=O)c3cc4c(cc3C)N(C)CCO4)CC2)c1
    -5.7, -1.9
- Cc1cc(NC(=O)CSc2nc(N)c(NC(=O)c3ccc(F)c(F)c3)c(=O)[nH]2)no1
    4.5, -3.2

Quoted at random: 7 compounds from above
Every second line gives: TAG inh, TAG inh DAPI viability
- Cc1ccccc1C(=O)Nc1ccnc(-c2ccncc2)n1
    15.6, -7.4
- O=C(O)c1cscc1-c1cccc2ccccc12
    8.4, -2.5
- COc1cccc(N2CCN(S(=O)(=O)c3cc4c(cc3C)N(C)CCO4)CC2)c1
    -5.7, -1.9
- Cc1cccn2c(CN3CCNC(=O)CC3)c(C(=O)N(C)CCc3ccccc3)nc12
    -0.9, 0.5
- Cc1cc(C(=O)N(C)CC(=O)Nc2ccc(F)c(F)c2F)no1
    3.5, 1.5
- C=CCNC(=S)N/N=C/c1ccc(-c2ccc(Cl)cc2Cl)o1
    0.0, 14.0
- CC(C)c1ccc(NC2CCCN(C(=O)c3ccc(N4CCOCC4)cc3)C2)cc1 (stereo not given)
    -15.0, 0.0
